# Granule exo inh = lytic granule exocytosis inhibition | TALL-104 LAMP-1 surface exposure, flow cytometry; cells stimulated with thapsigargin and PMA | inhibition, % at 10 µM | 0.66% of 360,000 active;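 active means inhibition above about 55%, limit read from the data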
# NR2E3 ag-1 = NR2E3 (human) agonism; Q9Y5X4; GST-NR2E3/biotin-RetCOR TR-FRET, 1536-well; inhibition of corepressor binding, % at 4.78 µM; 0.12% of 320,000 active; AID 2300;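 active means percent inhibition above the cutoff of mean plus 3 SD of all tested compounds, set per screening campaign, cut at about 20% in these data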;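 further: 0% = DMSO wells and 100% = biotin wells as full block of FRET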
# Target sequence (Q9Y5X4 whole entry, looked up): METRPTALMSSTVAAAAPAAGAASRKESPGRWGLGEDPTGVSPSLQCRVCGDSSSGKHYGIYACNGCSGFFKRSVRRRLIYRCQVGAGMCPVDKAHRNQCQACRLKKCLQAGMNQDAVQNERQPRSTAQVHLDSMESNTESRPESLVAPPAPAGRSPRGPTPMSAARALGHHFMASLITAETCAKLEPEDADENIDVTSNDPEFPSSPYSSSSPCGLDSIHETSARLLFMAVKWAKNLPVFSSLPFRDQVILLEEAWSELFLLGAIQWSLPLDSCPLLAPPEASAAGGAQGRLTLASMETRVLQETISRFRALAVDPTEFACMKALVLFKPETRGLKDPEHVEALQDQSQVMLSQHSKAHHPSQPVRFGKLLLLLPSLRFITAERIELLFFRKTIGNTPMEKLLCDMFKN
#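 system = GST-tagged NR2E3 plus biotinylated RetCOR corepressor | input = 1.35 nM GST-NR2E3 | also added = 7 nM biotin-RetCOR | schedule = 5 h incubation at 4 °C | measured by = TR-FRET with europium anti-GST and streptavidin-D2, 340 nm excitation | read-out = percent loss of FRET ratio relative to control wells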
# CaV13 ICDI inh = Disruptors of the CACNA1D IQ motif to Ca2+-dependent inactivation inhibitor domain association, primary screening, Förster resonance energy transfer in intact living … | 0.098% of 340,000 active | inhibition, % at 12.3 µM | HEK cells, CFP/YFP FRET ICDI-IQ, plate reader, 10 min; percent FRET-ratio fall versus neutral wells;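 active means mean replicate inhibition of at least 30% and at least 1% of replicates passing that level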;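 further: 0% = median of the neutral control wells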
# PDI turbidity = PDI (human) enzyme inhibition | P07237 | PDI insulin aggregation turbidity, A650, 90 min | inhibition, % at 10 µM | 0.052% of 350,000 active | AID 588391;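 active means mean inhibition across replicates of 30% or more, whatever share of single replicates reach that level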;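 further: absorbance from insulin aggregation driven by PDI reduction with DTT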
# Target sequence (P07237 whole entry, looked up): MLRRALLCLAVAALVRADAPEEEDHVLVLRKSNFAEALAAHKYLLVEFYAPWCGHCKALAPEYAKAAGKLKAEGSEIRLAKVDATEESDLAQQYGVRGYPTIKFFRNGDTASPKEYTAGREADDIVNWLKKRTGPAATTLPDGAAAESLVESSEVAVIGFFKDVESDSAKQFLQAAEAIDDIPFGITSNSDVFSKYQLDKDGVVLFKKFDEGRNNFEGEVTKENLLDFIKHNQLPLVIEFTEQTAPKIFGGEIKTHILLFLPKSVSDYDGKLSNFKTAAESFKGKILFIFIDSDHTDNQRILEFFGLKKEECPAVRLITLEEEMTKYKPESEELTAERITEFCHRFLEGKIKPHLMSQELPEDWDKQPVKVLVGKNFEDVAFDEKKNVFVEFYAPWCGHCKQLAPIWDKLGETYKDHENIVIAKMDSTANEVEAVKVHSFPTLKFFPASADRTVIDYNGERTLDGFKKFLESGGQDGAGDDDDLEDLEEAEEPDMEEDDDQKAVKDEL
# HIF-2a inh = HIF-2a inhibition | inhibition, % at 18.8 µM | 786-0 RCC cells HIF-2a reporter, luciferase luminescence, overnight | 0.72% of 360,000 active;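 active means inhibition of the luminescence signal of 40% or more relative to plate controls, in a single-dose primary screen at 18.75 µM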
# Vif imaging = inhibitors of HIV Vif. inhibition, % at 7.49 µM. AID 602346. 0.35% of 340,000 active. HEK293T cells, Vif self-association by quenched fluorescence, imaging, 24 h; in the data active means inhibition above about 50%, passing the limit was not always enough; further: some results filed as inactive read as strong as hits
# aDG glyco up = increases alpha dystroglycan glycosylation; Pro5-aDG cells, alpha-DG glycosylation AlphaScreen (IIH6); 0% Pro5, 100% B10-LARGE cell signal; activation, % at 10 µM; 0.22% of 360,000 active; AID 624168;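 active means activation of at least 8% versus controls, or a plate z-score of at least 8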;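 further: Pro5 are CHO cells carrying HIG-tagged alpha-DG that lacks glycosylation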
# TRPM1 prom inh = MITF TRPM1 promoter inhibition in SK-MEL-5 cells. SK-MEL-5 TRPM1 promoter luciferase, 24 h. inhibition, % at 12.5 µM. 0.83% of 330,000 active. AID 488899;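 active means mean inhibition across replicates of 60% or more, whatever share of single replicates reaches that level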; further: values of inactives mirror those of a sister screen read the other way
# NR2E3 ag-2 = activates human NR2E3 receptor | Q9Y5X4 | CHO-S Gal4-NCOR/VP16-NR2E3 two-hybrid, luciferase | inhibition of corepressor binding, % at 3.98 µM | 0.35% of 360,000 active | AID 602229;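 active means inhibition above the mean of all tested compounds plus 3 SD, cut at about 70% in these data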;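 further: 0% = DMSO with NR2E3 transfected cells and 100% = cells lacking NR2E3 construct; higher means lower luciferase signal from less NR2E3 corepressor binding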
# iPSC survival up = increases survival of single human iPS cells | hiPSC single-cell survival, ATPlite luminescence; 100% = ROCK inhibitor wells, 0% = DMSO | survival enhancement, % at 20 µM | 0.044% of 360,000 active; in the data active means survival enhancement above about 18%;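 further: cells exposed to compounds for 16 hours before the ATP read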
# Peg3 promoter = inhibitors of Peg3 promoter; HeLa PEG-Prom luciferase reporter, luminescence, overnight; inhibition, % at 20 µM; 1.7% of 360,000 active; AID 588405;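 active means inhibition of at least 50% at 20 µM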
# An asterisk follows results filed as active; / = no result given.
# Below each compound – HIF-2a inh	Granule exo inh	Peg3 promoter	aDG glyco up	Vif imaging	iPSC survival up	TRPM1 prom inh	NR2E3 ag-2	PDI turbidity	CaV13 ICDI inh	NR2E3 ag-1
Cc1ccc(C(=O)NN2C(=O)C3C4C=CC(C5CC45)C3C2=O)cc1 (stereo unspecified)
  -6	-4	9	0.0	10	0.8	-10	-5	6	3	-3
CCCOC(=O)NC1C(NC(=O)OCCC)N(C)C(=O)N1C (stereo unspecified)
  -1	-2	8	-0.1	5	0.0	12	-16	-6	/	2
CCOc1ccccc1NC(=O)c1cc(C(=O)c2cc(OC)ccc2O)coc1=N
  13	-1	25	-0.2	12	1.0	-5	-6	5	-17	3
O=C(Nc1ccc(C(F)(F)F)cc1)c1ccc(NC(=O)C2CCCO2)cc1 (stereo unspecified)
  9	-2	-34	1.3	-8	-0.3	12	-15	0	/	2
CCC(C(=O)N1CCN(S(C)(=O)=O)CC1)c1ccccc1 (stereo unspecified)
  -4	1	0	-0.1	/	3.3	-4	2	1	-8	0
NS(=O)(=O)c1ccc(CNC(=O)c2cccnc2Cl)cc1
  2	7	-10	-0.1	-11	0.0	4	-9	-5	-4	0
CC(C)c1ccc(CN(C(=O)c2cc3ccccc3oc2=O)C2CCS(=O)(=O)C2)cc1 (stereo unspecified)
  -47	0	-54	-0.4	7	-2.0	-13	-11	-1	-11	1
CC1CN(Cc2nc3ccccc3c(=O)[nH]2)CC(C)O1 (stereo unspecified)
  10	-3	-7	-0.3	8	0.4	6	17	-2	-5	3
COc1cc(/C=C/C(=O)Nc2cc(C(F)(F)F)ccc2Cl)cc(OC)c1OC
  6	-2	34	0.1	/	-1.7	1	-10	-5	/	-1
Cc1ccc(NC(=O)[C@H](Cc2ccccc2)NC(=O)[C@@H]2Cc3ccccc3CN2)c(C)c1
  -14	14	-11	0.0	-8	0.0	-5	-12	7	-3	1
O=C(CCc1c[nH]c2ccccc12)OCC(=O)N1CCN(S(=O)(=O)c2ccccc2)CC1
  8	15	2	0.3	0	-0.3	3	-24	-2	-1	-3
CCOC(=O)C1=C(COC(=O)CCOc2ccc(C)cc2)NC(=O)NC1C (stereo unspecified)
  -17	3	56*	0.6	-7	-0.3	-7	-3	4	-7	1
Cc1cc2oc(=O)cc(COC(=O)c3n[nH]c4ccccc34)c2cc1C
  -130	-4	-158	0.0	/	2.9	-96	7	-6	0	4
CC(C)Nc1nnc(SCc2cc(=O)n3ccsc3n2)s1
  7	-1	-1	-0.2	4	0.3	-1	3	-1	-5	11
COc1ccc(NC(=O)Nc2nnc(Cc3ccc(F)cc3)s2)cc1
  -37	-19	-12	0.0	1	0.3	-21	-38	-10	-2	/
CC(C)CN(C(=O)c1cc2ccccc2o1)c1c(N)n(CC(C)C)c(=O)[nH]c1=O
  8	-6	1	-0.1	3	-0.3	-9	-15	0	-5	-1
COc1ccc(S(=O)(=O)NNC(=O)Nc2ccc(C)cc2)c(OC)c1
  4	-2	14	0.4	-1	-0.2	2	-1	3	-9	0
CCc1nnc(NC(=O)CCC(=O)NC2CCCCC2)s1
  1	-2	12	0.0	24	1.4	5	-24	-11	/	-1
CCN(CC)C(=O)CC(c1ccc2c(c1)OCO2)c1c(OC)cc(OC)c2ccc(=O)oc12 (stereo unspecified)
  22	-8	3	0.2	-2	4.6	-3	-17	10	-10	6
CCOC(=O)CC(NCc1ccc(OC)c(OCC)c1)c1ccc(C)cc1 (stereo unspecified)
  14	-1	1	-0.1	-8	0.3	-24	-30	-4	-19	-1

# Continuation.
# Below each compound – HIF-2a inh	Granule exo inh	Peg3 promoter	aDG glyco up	Vif imaging	iPSC survival up	TRPM1 prom inh	NR2E3 ag-2	PDI turbidity	CaV13 ICDI inh	NR2E3 ag-1
CN(C)c1cc[n+](CC(=O)Nc2cc(C(F)(F)F)ccc2Cl)cc1
  3	-1	22	0.7	-7	-1.5	10	-17	-6	-9	3
O=C(Nc1ccccc1)N1CCCC(CNS(=O)(=O)Cc2ccccc2)C1 (stereo unspecified)
  -21	3	-19	-0.1	3	-0.2	-2	-15	8	-6	4
CCOc1ccc(CC2NCCc3cc(OCC)c(OCC)cc32)cc1OCC (stereo unspecified)
  12	5	12	0.0	-1	0.0	8	-30	7	-6	-1
COc1cc(/C=C/C(=O)c2ccc(C)c([N+](=O)[O-])c2)cc(OC)c1O
  47*	1	63*	0.2	-2	-2.3	8	-7	15	-6	3
Cc1cc(C)c(OCC(=O)NCC2COc3ccccc3O2)c(C)c1 (stereo unspecified)
  16	-1	21	0.2	24	-0.1	11	-7	9	-6	1
COc1ccc(OCCN2CCC(C(=O)NC(c3ccc(C)cc3)c3ccccn3)CC2)cc1 (stereo unspecified)
  7	5	1	0.1	16	-1.5	/	9	2	-6	/
Cc1ccsc1CN(C)C(=O)CN1C(=O)NC2(CCCCC2C)C1=O (stereo unspecified)
  10	2	14	0.0	-3	-0.4	7	9	5	-7	9
CCOc1ccc(N2C(=O)C3CC(C)=C(C)CC3C2=O)c([N+](=O)[O-])c1 (stereo unspecified)
  15	-1	11	-0.2	3	1.1	6	-5	2	-4	-1
CCC(C)NC(=O)c1ccc(CNS(=O)(=O)c2ccc3c(c2)C(C)(C)C(=O)N3C)cc1 (stereo unspecified)
  -2	2	0	-0.1	18	-0.8	6	-22	6	-5	-2
CCCCCC(=O)Nc1ccc(N2CCN(S(C)(=O)=O)CC2)cc1
  -4	-2	-16	-0.3	13	-1.5	5	-16	9	-5	5
Cn1c(=O)[nH]c(=O)c2c1nc1n2CCS1
  13	3	6	0.0	9	-0.2	3	-20	2	-4	6
COc1cc(C(CC(=O)Nc2cccc(C)n2)N2Cc3ccccc3C2=O)cc(OC)c1OC (stereo unspecified)
  13	3	-1	-0.1	-8	-0.1	-3	-17	0	-12	4
COc1cc(CN2CCC(C(N)=O)CC2)ccc1OCc1ccccc1
  -210	2	-247	-0.1	1	-0.4	-70	-54	5	-5	3
Cc1cc(C)c(Nc2ncccc2C(=O)O)c(C)c1
  11	-5	0	-0.6	-1	0.3	-10	-22	-3	-4	1
Cc1nnc(SCC(=O)Nc2ccc(N3CCN(S(C)(=O)=O)CC3)cc2)o1
  5	-4	-13	0.1	10	0.3	-9	15	-1	-4	7
COc1ccc(N(C(C)C(=O)N/N=C/c2cccnc2)S(C)(=O)=O)cc1 (stereo unspecified)
  13	-2	2	-0.1	0	1.4	-3	16	-5	-7	0
CC(CCN1CCN(c2ccccn2)CC1)c1ccccc1 (stereo unspecified)
  -17	33	-10	-0.2	-6	-0.3	1	2	0	-3	-7
CSc1cccc(N2CC(C(=O)NCCN3C(=O)S/C(=C\c4cccnc4)C3=O)CC2=O)c1 (stereo unspecified)
  1	8	-2	0.6	-13	-0.2	3	-7	-8	-5	-1
Nc1ccc(SCC(=O)Nc2cccc([N+](=O)[O-])c2)cc1
  -98	0	-91	-0.1	-1	0.3	-14	-4	4	/	-2
Cc1ccc(/C=N/Nc2cc(C)nc(NCc3ccccc3)n2)cc1
  -37	88*	-23	0.6	11	0.8	-5	1	3	-2	-2

# (continued)
# Below each compound – HIF-2a inh	Granule exo inh	Peg3 promoter	aDG glyco up	Vif imaging	iPSC survival up	TRPM1 prom inh	NR2E3 ag-2	PDI turbidity	CaV13 ICDI inh	NR2E3 ag-1
CCN(CC)S(=O)(=O)c1cc(C(=O)Nc2ccccc2[N+](=O)[O-])ccc1Cl
  -72	-5	-34	0.6	-9	-0.9	10	-12	-2	-3	1
O=C(O)CSc1ccc(S(=O)(=O)N2CCCC2)cn1
  11	-3	7	0.0	6	0.3	0	-8	-7	-2	6
CC(=O)N1CCN(c2ccc(NC(=O)c3cccc(Cl)c3Cl)cc2)CC1
  6	0	-2	0.1	0	-0.1	-10	-2	6	-21	0
COc1cc(NC(=O)C2(C)CCN2C(C)C)cc(OC)c1OC (stereo unspecified)
  9	0	-2	0.6	-3	-3.5	/	19	-5	-7	/
CCCOc1ccc(-c2csc3ncn(Cc4ccc(C(=O)O)cc4)c(=O)c23)cc1
  13	-1	15	-0.2	5	1.5	-2	-7	-7	-5	1
CC(C)c1ccc(/C=c2\sc3nc(-c4ccncc4)nn3c2=O)cc1
  -7	2	-5	-0.1	-2	3.5	-4	-24	4	-5	-1
CCN(CC(=O)NC(C)C)C(=O)c1ccc(Cl)cc1
  11	0	6	0.2	-1	-0.2	7	5	4	-5	0
CCCN1C(=O)c2ccccc2NC1c1ccc(Cl)c(Cl)c1 (stereo unspecified)
  22	28	5	1.6	0	0.1	3	18	-6	-3	-2
CCOc1ccc(Nc2nc3c(c(=O)[nH]2)CCCC3)cc1
  -55	-3	-30	0.0	-2	3.7	-26	0	9	-5	6
Cc1ccc(OCC(=O)NCCCNC(=O)c2cccnc2)cc1C
  5	9	-4	0.2	12	0.2	5	11	-4	-3	4
CC[C@H]1C=C[C@@H](C(C(=O)OC)C(=O)OC)CN1C(C)=O
  6	-2	8	0.1	-2	-4.1	1	-19	-1	-8	/
O=C(NCCc1nc2ccccc2[nH]1)/C(=C/c1ccco1)NC(=O)c1ccco1
  2	7	-3	-0.1	14	1.1	21	-15	-23	-19	3
O=C(Cn1cc([N+](=O)[O-])cn1)NCc1ccc(-n2cccn2)cc1
  9	8	-1	-0.1	0	-3.0	6	-28	1	-10	1
COc1ccc(CCNC(=O)Cn2nnc(C(=O)Nc3ccc(Br)cc3)c2N)cc1OC
  -83	-1	-54	-0.1	-4	0.2	-27	-24	0	-12	1
O=C(Nc1ccc([N+](=O)[O-])cc1)c1cccc(S(=O)(=O)Nc2cccnc2)c1
  -2	-9	6	-0.1	12	-0.5	3	-5	-2	-3	3
O=C(NCCS(=O)(=O)N1CCN(c2ccccc2)CC1)c1ccco1
  -18	8	2	-0.2	-2	0.4	4	-13	0	-6	0
COc1ccc(NC(=O)C(=O)NCCCO)cc1Cl
  -48	-6	-38	0.1	-3	-0.8	-15	-31	9	-5	3
COCC(=O)Nc1ccccc1C(=O)Nc1ccc(OC)cc1
  -128	-2	-55	-0.3	-11	-2.2	-45	-41	8	-5	2
Cc1ccc(S(=O)(=O)NNC(=O)c2cccc(O)c2)cc1
  9	-3	5	-0.2	21	-1.4	-12	-12	1	-17	-1
CC(=O)Nc1ccc(S(=O)(=O)NC2CCS(=O)(=O)C2)cc1Cl (stereo unspecified)
  4	-8	-26	-0.3	-2	2.9	-2	-17	-1	-5	-2
CC(=O)Nc1ccc(NC(=O)CCn2c(=S)oc3ccccc32)cc1
  9	0	7	-0.1	-7	-2.3	-7	9	7	-8	3
CCS(=O)(=O)Nc1ccc(C2=NN(C(=O)c3ccco3)C(c3ccc(C)cc3)C2)cc1 (stereo unspecified)
  10	2	23	-0.3	2	-3.0	14	-2	7	-8	0

# 3 entries out of the list, sorted by number of heavy atoms, lowest first:
# Below each compound – HIF-2a inh	Granule exo inh	Peg3 promoter	aDG glyco up	Vif imaging	iPSC survival up	TRPM1 prom inh	NR2E3 ag-2	PDI turbidity	CaV13 ICDI inh	NR2E3 ag-1
CC[C@H]1C=C[C@@H](C(C(=O)OC)C(=O)OC)CN1C(C)=O
  6	-2	8	0.1	-2	-4.1	1	-19	-1	-8	/
CC(C)c1ccc(/C=c2\sc3nc(-c4ccncc4)nn3c2=O)cc1
  -7	2	-5	-0.1	-2	3.5	-4	-24	4	-5	-1
O=C(Nc1ccc([N+](=O)[O-])cc1)c1cccc(S(=O)(=O)Nc2cccnc2)c1
  -2	-9	6	-0.1	12	-0.5	3	-5	-2	-3	3
